# Bioassay records deposited in PubChem BioAssay by National Center for Advancing Translational Sciences (NCATS).
# NTMT1 inhibitor: NTMT1 methyltransferase inhibition; hit rate 2.5% among 59,000; AID 1645870; Potency, µM (series often up to 114 µM), for inactives: at the highest dose activity change, negative = inhibition, usual class: inhibitors; Q9BV86; NTMT1 MTase-Glo SAH luminescence, purified enzyme;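 note: plate controls were DMSO vehicle for no effect and no enzyme for full effect; nearly all actives have a fitted effect of over 65% in size; many of its hits are not listed in these tables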
# FH mod: Identification of activators of human fumarate hydratase by quantitative high-throughput screening | FH coupled MDH/diaphorase resazurin fluorescence, 15 min | hit rate 0.22% among 54,000 | Fumarate hydratase, mitochondrial (Homo sapiens), P07954 | AID 1347055, 2019 | Potency, µM (series often up to 79.9 µM), for the others: at the top dose activity change, negative = inhibition, usual class: inhibitors; note: the screen sought activators but most active calls are inhibition curves; nearly all actives have a fitted effect of over 45% in size
# Active calls of the source: *; ? = inconclusive; & = joins results of further samples; [ ] = another dose, or the depositor's remark. Calls come from the whole dose curve; as a rule, active = well fitted curve in the direction sought with a large enough effect; inconclusive = small, poorly fitted or top-dose-only effect, or another doubt; inactive = no such curve, though single readings can be large; an effect the other way counts as inactive or inconclusive. Unless noted, % is set by controls: 0 for no effect and ±100 for the full control effect; potency is the fitted concentration of half-maximal effect.
molecule,FH mod,NTMT1 inhibitor
O=C(O)c1c[nH]c2c(ccc3ccccc32)c1=O,-6%,?
Nc1ccc(C(=O)O)c(O)c1,-7%[53.3 µM],36%[57.5 µM]
COc1cc2c(NC3CCN(C(C)C)CC3)nc(N3CCC(F)(F)CC3)nc2cc1OCCCN1CCCC1,-1%,-24%[57.5 µM]
COC1CC(OC2CCC3(C)C(=CCC4C3CCC3(C)C(C(C)O)CCC43O)C2)OC(C)C1OC1OC(C)C(OC2OC(COC3OC(COC4OC(CO)C(O)C(O)C4O)C(O)C(O)C3O)C(O)C(O)C2O)C(OC)C1O (stereo not given),-1%[20.6 µM],9%[12.6 µM]
CN(C(Cc1ccc(OS(=O)(=O)c2cccc3cnccc23)cc1)C(=O)N1CCN(c2ccccc2)CC1)S(=O)(=O)c1cccc2cnccc12 (stereo not given),-3%[53.3 µM],11%&26%
C=C(C(=O)OC)C1CCC2(C)C(O[C@@H]3O[C@H](CO)[C@@H](O)[C@H](O)[C@H]3O)CC(=O)C(C)C2C1O (stereo not given in full),0%[53.3 µM],-4%[29.8 µM]
COC1CCCC/C(C)=C/C2C=C(C)C(C)C3C(CC(C)C)NC(=O)C23C(=O)C1 (stereo not given),0%[53.3 µM],-1%[29.8 µM]

# Looked up by structure from the entries so far, 3 records:
molecule,FH mod,NTMT1 inhibitor
COc1cc2c(NC3CCN(C(C)C)CC3)nc(N3CCC(F)(F)CC3)nc2cc1OCCCN1CCCC1,-1%,-24%[57.5 µM]
COC1CC(OC2CCC3(C)C(=CCC4C3CCC3(C)C(C(C)O)CCC43O)C2)OC(C)C1OC1OC(C)C(OC2OC(COC3OC(COC4OC(CO)C(O)C(O)C4O)C(O)C(O)C3O)C(O)C(O)C2O)C(OC)C1O (stereo not given),-1%[20.6 µM],9%[12.6 µM]
Nc1ccc(C(=O)O)c(O)c1,-7%[53.3 µM],36%[57.5 µM]

# 2 successive entries from above, for reference:
molecule,FH mod,NTMT1 inhibitor
Nc1ccc(C(=O)O)c(O)c1,-7%[53.3 µM],36%[57.5 µM]
COc1cc2c(NC3CCN(C(C)C)CC3)nc(N3CCC(F)(F)CC3)nc2cc1OCCCN1CCCC1,-1%,-24%[57.5 µM]

# These rows are one share of the data (hit frequency here may not be typical).
